Screens from PubChem BioAssay.
Autophagy HCS: autophagy modulation, high-content screen; 190,000 tested, 0.98% active; AID 463193; calls only at 10 µM (by protocol); MEF GFP-LC3 puncta imaging; test concentration mostly 10 µM;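 active = percentage of spot-positive cells more than 3 SD above its plate mean, without a fluorescence outlier flag or 80% toxicity; inconclusive = no clear call, values can overlap the other calls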;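 also: spot-positive cell cutoff set from DMSO-treated cells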
LYP phosphatase: inhibitors of LYP phosphatase, biochemical, fluorescence intensity, uHTS (AID 1779) | recombinant LYP phosphatase, fluorescence intensity; higher % means a stronger effect | inhibition, % at 11.5 µM, or IC50 in µM where a hit was titrated | 290,000 tested, 0.054% active; in the data active = inhibition above about 50%;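 also: plate controls were vehicle with enzyme for no effect and no enzyme for full effect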
K1F lysis inhibition: protection from phage-mediated lysis, alamar blue read-out – E. coli UTI89, K1F phage, bacterial capsule biogenesis inhibitors (AID 488966); E. coli UTI89 K1F phage lysis, alamar blue, 2 h; higher % means a stronger effect; one-dose inhibition, % at 100 µM; IC50 in µM for titrated hits; 340,000 tested, 0.02% active;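 active = phage lysis inhibition, versus mean bacterial control, above a set limit; inconclusive = no clear call, values can overlap the other calls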;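 also: capsule biogenesis inhibitors block K1F phage lysis so surviving cells raise fluorescence; higher fluorescence means more inhibition of phage lysis; actives were called in the ten point dose series up to 300 µM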
WT yeast gro inh: growth inhibition of WT yeast, mitochondrial fusion screen; mitochondrial fusion phenotypic screen, WT strain; inhibition, % at 10 µM; 190,000 tested, 2.1% active; AID 1362; in the data active = inhibition above about 58%; tested in S. cerevisiae
NS5 inhibitors: Dengue-2 NS5 methyltransferase inhibitors, primary screen, biochemical, confirmation dose response (AID 588689). 340,000 tested, 0.3% active. Dengue-2 NS5 methyltransferase capping enzyme assay, biochemical; higher % means a stronger effect. one-dose inhibition, % at 25 µM; IC50 in µM for titrated hits; in the data active = a potency from the dose series; inconclusive = inhibition above about 29% without an active follow-up result
NTR1 ag: NTR1-driven beta-arrestin-GFP spot formation – imaging, U2OS cells, high content, primary screen (AID 493036). agonist mode. activation, % at 20 µM. 330,000 tested, 0.17% active;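 active = activation at or above 40% of the spot to cytoplasm intensity ratio, with at least 20 cells analyzed; inconclusive = wells under 20 cells, flagged as cytotoxic or low count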;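 also: 0% = DMSO without peptide and 100% = 100 nM NTR1 peptide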
Target sequence (P30989 whole entry, looked up): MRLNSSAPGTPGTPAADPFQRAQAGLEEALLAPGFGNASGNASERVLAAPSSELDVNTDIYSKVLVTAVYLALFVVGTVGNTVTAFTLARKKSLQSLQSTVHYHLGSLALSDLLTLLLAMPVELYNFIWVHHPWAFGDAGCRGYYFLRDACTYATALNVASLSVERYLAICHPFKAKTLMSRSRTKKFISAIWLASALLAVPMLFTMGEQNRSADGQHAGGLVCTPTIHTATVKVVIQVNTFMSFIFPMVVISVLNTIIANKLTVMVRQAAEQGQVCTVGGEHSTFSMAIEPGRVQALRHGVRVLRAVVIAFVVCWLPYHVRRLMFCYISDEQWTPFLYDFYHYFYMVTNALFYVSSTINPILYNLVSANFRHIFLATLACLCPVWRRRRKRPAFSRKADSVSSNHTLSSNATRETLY
AID2073: disruptors of CaV2.2 binding to Mint1 – biochemical, HTRF (AID 2073). HTRF protein-protein interaction, Mint1-CaV2.2; higher % means a stronger effect. 290,000 tested, 0.19% active. inhibition, % at 20 µM, or IC50 in µM where a hit was titrated; in the data active = inhibition mostly above about 51%, no sharp cut-off; inconclusive = no clear call, values can overlap the other calls; inactive = mostly below about 53%; also: some results filed as inactive read as strong as hits
RSV CPE inhibition: inhibition of RSV-induced cytopathic effect – HEp-2 cells, primary 10 µM value included (AID 2391) | CPE inhibition, % at 10 µM, or IC50 in µM where a hit was titrated | HEp-2 cells, RSV-induced CPE inhibition; higher % means a stronger effect | 310,000 tested, 0.13% active; in the data active = a potency from the dose series; inconclusive = CPE inhibition mostly from about 23% at the one dose, without a potency; inactive = the rest, 99 in 100 with CPE inhibition below about 21%; also: strong numbers were not always called active
GPR35 arrestin U2OS: inhibition of zaprinast-stimulated GPR35 beta-arrestin translocation – imaging, U2OS, beta-arrestin-GFP, zaprinast agonist, primary screen (AID 2058); U2OS GPR35 beta-arrestin-GFP translocation imaging, zaprinast antagonism; higher % means a stronger effect; inhibition, % at 10 µM; hits with a dose series show IC50 in µM; 290,000 tested, 0.052% active;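 active = inhibition of at least 50% with at least 30 cells and total cytoplasm GFP at most 10,000,000; inconclusive = under 30 cells or total GFP of 10,000,000 plus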
WT yeast gro inh mutant strain: also measured in WT yeast gro inh; calls as there; inhibition, %; mitochondrial fusion phenotypic screen, mutant strain inhibition
Autophagy HCS cell loss 18 h: recorded beside Autophagy HCS, whose call it bears; toxicity, %; measured here: cell loss, nuclei count;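 cell loss after 18 h compound exposure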
NTR1 ag cell count 20 µM: further read-out of NTR1 ag, marked with its call; cell count; measured here: cell count, cytotoxicity flag
NS5 inhibitors pilot replicate: recorded beside NS5 inhibitors, whose call it bears; inhibition, %; measured here: pilot screen replicate inhibition
Active calls of the source: *; i = inactive; u = inconclusive; x = not tested or not shown; + = active, no number; [ ] = dose if it differs, or a comment.

SMILES	Autophagy HCS	Autophagy HCS cell loss 18 h	LYP phosphatase	K1F lysis inhibition	WT yeast gro inh	WT yeast gro inh mutant strain	NS5 inhibitors	NTR1 ag	NTR1 ag cell count 20 µM	AID2073	RSV CPE inhibition	GPR35 arrestin U2OS	others
CC(OC(=O)CN1C(=O)NC2(CCCC2)C1=O)C(=O)c1ccccc1 (stereo not given)	x	x	x	3.1%[50 µM]	x	x	4%	-0.6	67	x	-0.8%	x
COc1ccc(NS(=O)(=O)c2cccc(C(=O)NCC3(N4CCCCC4)CCCCC3)c2)cc1	x	x	x	1.2%[50 µM]	x	x	-7%	-0.8	63	x	-2.0%	x
COC(=O)[C@H]1CN(C(=O)c2ccccc2)C(=O)N1	x	x	-10%	1.4%	x	x	-6%	-1.7	93	4%	2.5%	-6%
COC(=O)[C@@H]1OC(=O)[C@H]2O[C@@]23[C@@]1(C)CC[C@@H]1[C@@]2(C)C=CC(=O)OC(C)(C)[C@@H]2CC(=O)[C@]13C	x	x	x	1.4%	x	x	-11%	2.1	72	x	0.8%	x
Cc1ccc(C(=O)C2=C(O)C(=O)N(c3ncccn3)C2c2ccccc2F)o1 (stereo not given)	x	x	-1%	-0.1%	x	x	-6%	1.0	60	14%	-1.8%	21%
Clc1ncnc2scc(-c3ccccc3)c12	i	14	-3%	0.3%	5	-38	-1%	0.3	53	-11%	3.6%	1%
CC(=O)Nc1cccc(/C(C)=N/NC(=O)c2ccc(O)cc2)c1	i	1	-2%	-0.5%	-12	9	-9%	1.8	54	-1%	2.6%	-19%
O=C(NC1(C(=O)NC2CCCCC2)CCCCC1)c1ccc2c(c1)OCO2	i	0	-6%	7.3%	-3	3	1%	0.6	59	12%	0.3%	-10%
Cc1ccc(C2=CC(c3ccc(C)cc3)n3ncnc3N2)cc1 (stereo not given)	x	x	x	2.2%	x	x	6%	0.9	99	x	-0.2%	x
O=C(c1ccc(F)cc1F)N1CCCC(c2nc(-c3cccs3)no2)C1 (stereo not given)	x	x	-4%	0.0%	x	x	-4%	1.4	43	0%	15%	5%
CCOC(=O)/C(C#N)=C1/C=CN(C)C=N1	i	8	-3%	0.3%	-5	8	-4%	0.7	70	0%	0.5%	14%
Cc1ccc(NC(=O)CCC(=O)NCCO)cc1	i	-11	-6%	1.2%	14	3	-2%	0.2	42	-3%	1.0%	5%
COc1ccc(S(=O)(=O)N2CCC(C(=O)NCCCN3CCOCC3)CC2)cc1	x	x	1%	0.3%	x	x	-7%	-0.3	87	8%	-1.2%	-14%
CCSc1nc2ccccc2n1Cc1ccccc1F	i	6	-1%	0.0%	30	17	0%	1.1	81	0%	5.4%	-4%
CC(C)OP(=O)(OC(C)C)C(Nc1ccccc1)c1cccnc1 (stereo not given)	x	x	-11%	1.1%	x	x	-15%	-0.4	47	-4%	0.2%	-12%
CC(=O)c1sc(NS(=O)(=O)c2ccc(C)cc2)nc1C	i	12	-4%	-3.3%	-9	-4	1%	0.5	37	4%	-1.2%	3%
Cc1ccc(OCCOC(=O)c2cc(S(=O)(=O)N3CCCCC3)ccc2N2CCOCC2)cc1	x	x	x	0.9%[50 µM]	x	x	3%	1.7	64	x	9.1%	x
Cc1nn(-c2ccccc2)c2c1C1(C(=O)N3c4c(cccc41)C(C)CC3(C)C)C(C#N)=C(N)O2 (stereo not given)	i	-2	-3%	6.1%	39	16	-2%	2.5	64	-4%	3.3%	4%
COc1cc(NC(=O)COc2ccccc2Cl)ccc1NC(=O)c1cccs1	x	x	-10%	0.0%	x	x	1%	7.9	55	3%	1.6%	8%
COc1ccc(OCc2cc(C(=O)N(C)Cc3cc(C4CC4)n[nH]3)no2)c(Cl)c1	x	x	2%	-0.6%	x	x	-9%	-0.3	37	10%	7.5%	-20%
CCN1CCN(Cc2ccccc2NC(=O)Nc2ccc(C)cc2)CC1	i	4	1%	4.6%	-6	1	1%	-0.8	54	-11%	0.2%	2%
CCOc1ccccc1N(CC(=O)NCCc1ccc(OC)c(OC)c1)S(=O)(=O)c1ccccc1	x	x	-7%	0.3%	x	x	-9%	-1.2	43	-7%	0.5%	5%
O=C(NC1(C(F)(F)F)N=C2SCCN2C1=O)C1CCCCC1 (stereo not given)	i	4	-6%	0.1%	4	-6	1%	1.9	53	3%	1.7%	9%
COCCCNC(=O)C1c2ccccc2Oc2ccccc21	x	x	-13%	0.5%	x	x	x	0.5	49	-8%	1.6%	6%
CCCc1ccc(OCc2ccc(C(=O)O)o2)c(OC)c1	i	-7	-4%	0.4%	-4	-3	3%	-0.7	40	-8%	3.3%	-5%

New compounds follow
SMILES	Autophagy HCS	Autophagy HCS cell loss 18 h	LYP phosphatase	K1F lysis inhibition	WT yeast gro inh	WT yeast gro inh mutant strain	NS5 inhibitors	NTR1 ag	NTR1 ag cell count 20 µM	AID2073	RSV CPE inhibition	GPR35 arrestin U2OS	others
CC(C)Oc1ccc(C(=O)NNC(=O)c2ccccc2C(=O)O)cc1	i	-2	-8%	1.2%	-3	-15	x	-1.8	70	0%	-0.4%	0%
O=C(COC(=O)c1ccc(Cl)c(S(=O)(=O)N2CCCC2)c1)NC1CCCC1	i	-1	-7%	1.8%	2	5	-9%	2.6	57	u	-0.3%	4%
NNC(=O)c1snnc1-c1ccccc1	x	x	-6%	0.3%	x	x	5%	0.6	67	12%	1.4%	0%
CN(Cc1nc2ccccc2n1C)C(=O)c1cccs1	i	-2	-8%	0.5%	8	-7	-3%	4.2	94	-1%	2.2%	3%
Cc1ccc(-c2nc(N)s[n+]2-c2ccccc2)cc1	i	-11	-4%	-12%	13	17	-26%	x	x	-9%	0.6%	31%
CCOC(=O)C1CCCN(C(=O)CCn2nc(-c3ccccc3)ccc2=O)C1 (stereo not given)	i	4	1%	0.2%	-3	-4	5%	0.9	66	-2%	0.8%	16%
O=c1cc(N2CCCCC2)c(-c2ccccc2)nn1Cc1ccccc1Cl	i	-25	9%	0.0%	88*	46*	-7%	16	69	4%	11%	-16%
COC(=O)c1cccc(Nc2ccc([N+](=O)[O-])cn2)c1	i	13	-9%	0.5%	-8	-4	-1%	0.2	43	11%	2.7%	-14%
CSCC(=O)NC1CCCc2c1cnn2-c1ccc(C)c(C)c1 (stereo not given)	x	x	-11%	0.5%	x	x	-7%	4.7	69	-7%	2.1%	3%
O=C(CN1C(=O)NC2(CCCC2)C1=O)OCCOc1ccc(Cl)cc1	x	x	x	1.8%[50 µM]	x	x	7%	-0.1	59	x	-1.9%	x
Cn1c(SCC(=O)c2ccccc2)nnc1-c1ccc(O)cc1	i	-1	-7%	0.6%	3	2	1%	1.8	67	-21%	0.6%	12%	NS5 inhibitors pilot replicate=-5.4
Cc1ccc(C(=O)C(C)OC(=O)Cn2cnc3c2c(=O)n(C)c(=O)n3C)cc1 (stereo not given)	x	x	x	1.8%[50 µM]	x	x	2%	0.0	67	x	5.4%	x
Cc1cc(NC(=O)c2sccc2C)n(-c2cccc(Cl)c2)n1	i	4	-4%	-0.8%	23	12	1%	-0.4	50	-2%	-1.5%	1%
O=C(CCSc1ccc(Br)cc1)c1ccc(O)cc1	x	x	-9%	0.1%	x	x	-4%	5.7	90	-4%	0.8%	-10%
COC(=O)C1C(=O)C2=C(CC1C)NC(C)=C(C(=O)OC(C)C)C2c1ccc(OC)c(O)c1 (stereo not given)	i	-9	3%	0.2%	18	14	7%	1.9	77	6%	2.5%	-9%	NS5 inhibitors pilot replicate=-0.5
CCOc1c(C)cc(S(=O)(=O)NCc2cccnc2)c(C)c1C	x	x	-7%	0.7%	x	x	-8%	0.4	66	4%	10%	-1%
CN(CCCC(=O)NCc1ccccc1)S(=O)(=O)c1ccc([N+](=O)[O-])cc1	x	x	-10%	-0.1%	x	x	-2%	0.9	45	7%	0.1%	16%	NS5 inhibitors pilot replicate=0.6
O=C(COC(=O)c1ccc(O)cc1)Nc1ccc(Cl)cc1	i	5	-7%	x	18	-8	x	3.3	39	-2%	0.6%	-2%
O=C(O)c1[nH]c2ccc([N+](=O)[O-])cc2c1-c1ccccc1	x	x	-5%	0.3%[50 µM]	x	x	10%	-0.3	59	6%	-1.6%	10%
CCOc1ccc(N2C(=O)CC(N3CCC(O)(c4ccc(Br)cc4)CC3)C2=O)cc1 (stereo not given)	i	3	-5%	-0.1%	3	8	-7%	-0.6	56	-5%	0.1%	1%
COC(=O)c1ccc(C2SCC(=O)N2Cc2ccccc2)cc1 (stereo not given)	x	x	-3%	0.0%	x	x	-6%	-0.1	90	3%	2.3%	-2%
Cn1c(-c2ccc(F)cc2)cnc1NCc1ccc(F)cc1F	x	x	-7%	0.6%	x	x	-1%	-0.8	58	9%	x	16%
OC(CNCc1cccc(Br)c1)c1ccccc1 (stereo not given)	i	25	-7%	0.1%	-16	0	-5%	1.0	68	-10%	-0.4%	-5%
CCCCn1c(N)c(N(CC)C(=O)CSc2nnnn2-c2cc(C)ccc2C)c(=O)[nH]c1=O	i	10	6%	-0.1%	3	-26	-4%	1.8	50	0%	-0.2%	-2%
Cc1ccc(CNC(=O)CCS(=O)(=O)c2cccc3nonc23)cc1	i	-2	-3%	0.4%	-7	-3	-2%	-1.9	91	2%	4.2%	-3%

Next entries:
SMILES	Autophagy HCS	Autophagy HCS cell loss 18 h	LYP phosphatase	K1F lysis inhibition	WT yeast gro inh	WT yeast gro inh mutant strain	NS5 inhibitors	NTR1 ag	NTR1 ag cell count 20 µM	AID2073	RSV CPE inhibition	GPR35 arrestin U2OS	others
COc1cc(/C=N/NC(=O)c2cccnc2)cc(Br)c1O	x	x	-7%	-0.4%	x	x	-1%	0.0	54	-2%	-0.1%	-6%
COc1ccc(S(=O)(=O)n2cccc2)cc1OC	x	x	-9%	0.4%[50 µM]	x	x	3%	2.0	61	12%	1.3%	-7%
C/C=C/C=C/C(=O)Nc1nccs1	i	-4	0%	4.9%[50 µM]	2	-3	-3%	0.8	58	u	0.9%	0%
COc1ccc(CN2C(=O)c3ccccc3C(/C=N\OCc3ccc(F)cc3)C2=O)cc1 (stereo not given)	i	-12	-8%	0.2%[50 µM]	9	-4	-4%	-0.4	45	17%	12%	0%
CCCCNS(=O)(=O)/C=C/c1ccccc1	+	-0.2*	-8%	3.5%	13	-8	-2%	0.7	53	5%	0.4%	-12%
CN1C(=O)CC(N2CCN(C(=O)c3ccccc3)CC2)C1=O (stereo not given)	i	-5	-10%	0.6%	-10	-16	-1%	3.0	52	-6%	0.5%	4%
CCOC(=O)c1c(NC(N)=O)nc2n1CCC2	i	-41	-5%	0.1%	9	-2	-3%	1.4	62	-3%	0.8%	-2%
COc1c(O)cccc1/C=N/NC(=O)Cn1ccnc1C	x	x	-8%	0.0%	x	x	-14%	-0.5	50	9%	-1.1%	-13%

Outcome played no part in choosing rows (roughly 2.6% active in at least one column).
